Source: PubChem
proKLK7 act: proKLK7 (human) activation, primary screen; 370,000 tested, 0.9% active; purified proKLK7, EDANS-DABCYL substrate fluorescence; 100% is mature enzyme control, 0% vehicle; AID 652039; P49862; activation, % at 7 µM;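 active = activation above the mean of all tested compounds plus 3 SD, computed per campaign excluding outliers beyond control limits, cut at about 13% in these data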
Target sequence (P49862 whole entry, looked up): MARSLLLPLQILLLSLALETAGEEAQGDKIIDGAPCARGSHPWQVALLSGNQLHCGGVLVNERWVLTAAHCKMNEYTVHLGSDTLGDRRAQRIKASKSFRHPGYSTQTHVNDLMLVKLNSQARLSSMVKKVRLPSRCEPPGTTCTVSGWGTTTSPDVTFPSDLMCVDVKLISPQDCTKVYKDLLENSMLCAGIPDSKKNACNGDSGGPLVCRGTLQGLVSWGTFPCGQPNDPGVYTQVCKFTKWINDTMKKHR
ADAM10 inh: ADAM10 inhibition, QFRET primary screen. O14672. inhibition, % at 7 µM. 370,000 tested, 0.62% active. recombinant ADAM10, EDANS/DABCYL FRET peptide cleavage, 3 h. AID 720582;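 active = inhibition above a per-campaign cutoff equal to the mean of compounds falling between control-based bounds plus 3 SD, cut at about 20% in these data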;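 note: 0% = DMSO wells while the 100% control is not disclosed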
TDP2 inh: blocks human TDP2 phosphodiesterase activity; recombinant TDP2, T5PNP hydrolysis, p-nitrophenol absorbance 415 nm; inhibition, % at 12.8 µM; 370,000 tested, 0.34% active; AID 720702;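 active = inhibition above the mean of all tested compounds plus 3 SD, set per campaign, cut at about 25% in these data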;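 note: 0% = DMSO with enzyme and 100% = buffer with substrate but no TDP2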
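Incubation: 2 h at 37 °C; Test system: recombinant human TDP2; Quantity: enzyme 120 nM; Read-out basis: percent inhibition; Medium: 50 mM Tris-HCl pH 7.5 with Mg2+, KCl, DTT, BSA; Repeats: single replicate; Compound: 12.8 µM single point, 1% DMSO; Signal: epi absorbance; Reagent: 5 mM T5PNP chromogenic substrate; Benchmarks: no-enzyme high, DMSO-plus-enzyme low.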
PLCg1 inh: inhibitors of human phospholipase C gamma1; P19174; purified PLC-gamma1, fluorogenic substrate, fluorescence; inhibition, % at 12.2 µM; 370,000 tested, 0.84% active; AID 720700; in the data active = inhibition above about 9.5%
LEDGF integ inh: blocks HIV-1 LEDGF/p75-dependent DNA integration; TR-FRET IN-LEDGF/p75 DNA integration, Eu/Cy5; inhibition, % at 3.7 µM; 370,000 tested, 0.64% active;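 active = inhibition above the screen-wide mean plus 3 SD, cut at about 13% in these data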;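 note: signal is the Cy5 over europium emission ratio at 671 and 618 nm; 0% = plate median of compound wells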
ADAM17 inh: ADAM17 inhibition, QFRET primary screen; P78536; recombinant ADAM17, EDANS/DABCYL FRET peptide cleavage; inhibition, % at 6.95 µM; 370,000 tested, 0.83% active; AID 720648;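 active = inhibition above the mean of compounds lying between control limits plus 3 SD, set per campaign, cut at about 8.5% in these data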;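 note: 0% = DMSO-only wells as the low control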
Target sequence (P78536 215-824 limits assumed): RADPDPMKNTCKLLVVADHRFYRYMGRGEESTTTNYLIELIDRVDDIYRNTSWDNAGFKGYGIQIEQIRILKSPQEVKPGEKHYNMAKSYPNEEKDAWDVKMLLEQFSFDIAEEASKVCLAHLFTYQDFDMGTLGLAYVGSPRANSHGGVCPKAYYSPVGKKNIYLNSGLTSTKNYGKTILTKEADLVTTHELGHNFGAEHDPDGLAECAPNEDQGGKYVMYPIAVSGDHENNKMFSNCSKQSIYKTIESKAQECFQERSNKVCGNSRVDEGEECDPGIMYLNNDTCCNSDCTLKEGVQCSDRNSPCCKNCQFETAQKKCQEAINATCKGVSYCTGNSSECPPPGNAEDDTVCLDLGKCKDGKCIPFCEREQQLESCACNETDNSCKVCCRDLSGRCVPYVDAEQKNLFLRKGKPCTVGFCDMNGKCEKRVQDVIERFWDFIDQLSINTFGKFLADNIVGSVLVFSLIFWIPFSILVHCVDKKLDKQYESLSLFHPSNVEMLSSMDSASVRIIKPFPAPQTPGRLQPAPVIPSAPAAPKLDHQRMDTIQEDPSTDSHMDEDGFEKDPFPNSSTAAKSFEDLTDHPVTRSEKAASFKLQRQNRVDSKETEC
ARFGAP1 inhibitor: rat ARFGAP1 inhibition; Q62848; Arfgap1-stimulated ARF1 GTP hydrolysis, GDP FP detection; inhibition, % at 16.5 µM; 360,000 tested, 0.26% active; AID 651572;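 active = inhibition above a per-plate limit, mean inhibition of low control wells plus 3 SD, cut at about 25% in these data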;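 note: 0% = DMSO wells with enzyme and 100% = wells lacking Arfgap1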
Target sequence (Q62848 1-136 limits assumed): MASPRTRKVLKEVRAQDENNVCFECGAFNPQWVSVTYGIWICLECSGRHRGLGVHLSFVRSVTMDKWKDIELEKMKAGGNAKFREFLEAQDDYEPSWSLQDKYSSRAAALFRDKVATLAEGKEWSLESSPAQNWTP
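System: truncated rat Arfgap1 GAP domain / Medium: HEPES-based buffer, pH 7.5 / Also added: N-terminally truncated human ARF1-GTP substrate / Incubation: enzyme reaction 120 min at 25 °C after 20 min preincubation / Measured by: FP of antibody-bound GDP Alexa 633 tracer, ex 620/em 688 nm / Replicates: singlicate, each compound tested once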
ASAP1 inh: inhibitors of human ASAP1 ArfGAP activity | Q9ULH1 | 360,000 tested, 0.19% active | ASAP1-stimulated ARF1 GTP hydrolysis, GDP FP detection | inhibition, % at 16.5 µM | AID 624377; in the data active = inhibition above about 25%;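 note: 0% = vehicle with enzyme and substrate and 100% = no enzyme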
Tn6 DDE FP: inhibitors of Tn6 peptide binding to human fibrin DD(E) | P02675 | Fibrin DD(E) TRITC-Tn6 fluorescence polarization displacement | inhibition, % at 8.3 µM | 370,000 tested, 0.21% active | AID 720509;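 active = inhibition above a per-campaign cutoff: mean of compounds within control limits plus 3 SD, cut at about 15% in these data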;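 note: 0% = median of all compound wells on the plate and 100% = blocking peptide control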
Tn7 DDE FP: disrupts Tn7 cyclic peptide binding to fibrin D-Dimer-E complex; P02675; FP displacement of FITC-Tn7 peptide from fibrin DD(E); 0% = median of compound wells per plate; inhibition, % at 8.3 µM; 370,000 tested, 0.13% active; AID 720508;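 active = inhibition above the mean of compounds falling within the control limits plus 3 SD of them, cut at about 14% in these data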;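 note: 0% = plate median of compound wells and 100% = 10 µM Aha-Tn7 peptide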
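assay system = human clot-derived fibrin DD(E) complex | quantity = Fibrin-DD(E) at 2 µM final | timing = 10 min preincubation, 3 h with tracer, room temperature | signal = fluorescence polarization | measure = percent inhibition | benchmarks = high control wells with 10 µM unlabelled Aha-Tn7 peptide (full inhibition) | replicates = singlicate testing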
Starred values were filed as active, the others as inactive; nt = not tested or not shown.

Fields: proKLK7 act	ADAM17 inh	TDP2 inh	ADAM10 inh	Tn6 DDE FP	ASAP1 inh	PLCg1 inh	ARFGAP1 inhibitor	Tn7 DDE FP	LEDGF integ inh
COc1ccc2c(c1)NC(=O)[C@@]2(CCN1C(=O)c2ccccc2C1=O)c1[nH]c2ccccc2c1CCN1C(=O)c2ccccc2C1=O
 : nt	3	5	11	0	nt	2	nt	0	-3
COc1ccccc1CNC(=O)c1ccc2c(c1)OCO2
 : 0.4	-4	-9	2	1	-9	-1	6	3	-11
COc1ccccc1NC(=O)c1nn(-c2ccccc2)ccc1=O
 : 0.0	1	11	8	4	-20	5	12	0	-1
CC(=O)c1ccccc1OC(=O)c1c(F)cccc1F
 : 0.2	-5	-7	-9	-2	7	-4	4	-6	3
CCc1cc(C(=O)Nc2cc(Cl)ccc2N2CCN(C)CC2)sc1C
 : -0.4	2	-20	8	-4	7	-5	0	-6	3
CCCCn1c(SCC(=O)NC2CC2)nc2ccccc2c1=O
 : 0.2	-7	5	2	-15	-10	-1	3	-2	-1
CC(C)OCCCNC(=O)C(Cc1ccccc1)NS(=O)(=O)c1ccc2c(c1)CCC(=O)N2 (centres undefined)
 : 0.2	2	-5	-9	-4	0	3	14	-6	-1
Cc1c(C(=O)N2CCOCC2)sc(NC(=O)c2ccc3c(c2)OCO3)c1C#N
 : -0.3	-3	-15	-3	6	-1	-7	7	-1	-5
O=C(OCc1cn([C@H]2CN(C(=O)C3CCCCC3)[C@@H](c3ccc(Cl)cc3)C[C@@H]2O)nn1)c1ccccc1
 : 0.5	4	-3	18	-3	9	-4	7	-3	1
CCN(c1ccccc1)S(=O)(=O)c1ccc(OC)c(NC(=O)c2ccccc2OC)c1
 : 0.5	1	-12	3	-5	-3	6	-17	2	0
Cc1nn(C)c(C(=O)Sc2ccccc2)c1[N+](=O)[O-]
 : 0.1	-8	-11	3	-5	-19	5	2	-1	2
O=C(COC(=O)/C=C/c1cccc(F)c1)NC1CCCC1
 : 0.0	-2	3	1	1	0	1	-8	0	0
CN(c1ccccc1)c1ncccn1
 : -0.1	0	-9	6	1	-2	3	2	-9	2
O=S(=O)(Nc1nc2ccccc2[nH]1)c1ccccc1
 : 0.2	-4	1	-4	12	5	-1	-4	3	-4
COc1ccc(S(=O)(=O)CCC(=O)Nc2c(C)n(C)n(-c3ccccc3)c2=O)cc1
 : -0.6	4	-2	6	5	6	7	11	-4	6
CSCCC(NC(=O)c1ccccc1Cl)C(=O)N1CCCCCCC1 (centres undefined)
 : -0.9	-4	7	-6	-2	-10	5	5	1	0
CC(C(=O)O)n1c(C(F)(F)F)nc2ccccc21 (centres undefined)
 : 0.0	0	-1	1	13	-8	1	3	2	-4
CCOC(=O)c1c(-c2ccc(OC)cc2)oc2c1C(OC(C)=O)CCC2 (centres undefined)
 : -2.7	-63	2	-263	-1	16	-131	0	4	2
O=C(CCc1ccccc1)N[C@H]1C(=O)CCC[C@]12C(=O)N(Cc1ccccc1)c1ccccc12
 : 0.2	1	-1	-2	0	nt	-1	nt	-4	3
O=C(Oc1ccc(OC(=O)N2CCCCC2)cc1)c1ccccc1
 : 1.1	1	1	2	8	-9	4	-3	-5	4
COc1ccc(CNC2CCC23CCCCC3)cc1OC (centres undefined)
 : nt	-3	-2	5	3	nt	0	nt	-5	-1
CCOC(=O)/C(N=Nc1ccc(F)cc1)=C(/O)c1ccc([N+](=O)[O-])cc1
 : -0.2	-2	4	4	-6	2	1	3	-7	1
Cc1ccc(NC(=O)Cc2cccc(F)c2)c(S(=O)(=O)N2CCOCC2)c1
 : -0.1	-3	3	0	1	nt	-43	nt	4	2
CCOC(=O)c1cccc(NC(=O)CCNS(=O)(=O)c2cc(Br)cnc2N)c1
 : -0.3	-5	21	-13	4	-2	-2	-4	2	1
CSc1ccccc1OCc1cc(C(=O)NCc2cccc(C)n2)no1
 : -0.3	2	-13	-7	-5	9	-22	9	-4	-1
Nc1[nH]c(C(=O)c2ccccc2)c(-c2ccccn2)c1C(=O)c1c[nH]c2ccc(Br)cc12
 : nt	-4	7	-10	-5	nt	-37	nt	-1	-2
Clc1ccc(OCCNCCc2ccccc2)cc1
 : 0.3	1	-24	8	-1	-4	6	5	-4	4
CSCC[C@H](NC(=O)N1CCn2c1nc1ccccc12)C(=O)N1CCCCC1
 : 0.7	1	0	-2	2	20	0	3	4	-1
COc1ccc(OC(=O)COc2cc(C)ccc2C)cc1
 : 0.1	1	-8	3	-5	-9	-3	6	6	-3
COc1ccc(-c2cc(C(F)(F)F)nc(SCC(=O)N3CC(C)OC(C)C3)n2)cc1OC (centres undefined)
 : -0.9	-4	-1	-15	2	0	-81	8	-1	0
CCN(C(=O)COC(=O)Cc1c[nH]c2ccccc12)c1c(N)n(Cc2ccccc2)c(=O)[nH]c1=O
 : -0.1	-4	15	-6	0	-5	-3	-12	-2	-4
CCC(=O)Nc1ccc(C(=O)NNC(=O)c2cc([N+](=O)[O-])cc([N+](=O)[O-])c2)cc1
 : -0.5	2	-9	-1	-2	0	0	4	-7	3
O=C(CN1C(=O)COc2ccc(S(=O)(=O)N3CCCC3)cc21)N1CCCC1
 : 0.0	1	13	1	4	0	2	-8	-10	4
CC(C)Oc1cccc(C(=O)Nc2nnc([C@@H]3C[C@H](O)[C@@H](CO)O3)s2)c1
 : -0.5	-2	-6	-6	9	-7	-1	11	3	-5
C=CCn1cc(C(=O)NCC2CCCO2)c(=O)c2cc(S(=O)(=O)N3CCCCCC3)ccc21 (centres undefined)
 : 0.4	-1	0	-3	6	-1	1	13	0	-4
COC(=O)[C@]12C[C@H](CC(=O)NCCCN3CCCC3=O)C(=O)N(Cc3ccc4c(c3)OCO4)C1=C[C@H](C(C)(C)C)O[C@@H]2C
 : 0.5	1	-4	-4	9	7	-1	2	7	-2
CC(=O)/C(C#N)=C1\NC(=O)C(Cc2ccccc2C)S1 (centres undefined)
 : 0.7	-3	-1	1	4	2	-14	-1	7	-1
Cc1ccccc1NC(=O)CSc1nc(N2CCCCC2)nc(N2CCCCC2)n1
 : -0.1	-2	-8	0	-2	-5	-5	-12	2	-2
Cc1cn(CC(=O)NCCCN2CCCC2=O)c(=O)[nH]c1=O
 : 0.2	-3	6	-3	1	-3	1	-12	0	1
O=C(NC1CC1)C1=C[C@H](c2csc3ccccc23)C[C@H](OCCCCO)O1
 : -0.5	-5	5	-6	1	10	-4	-5	4	3

Two compounds from above, reduced to ADAM10 inh, ADAM17 inh and TDP2 inh:
SMILES | ADAM10 inh | ADAM17 inh | TDP2 inh
CCc1cc(C(=O)Nc2cc(Cl)ccc2N2CCN(C)CC2)sc1C | 8 | 2 | -20
CCCCn1c(SCC(=O)NC2CC2)nc2ccccc2c1=O | 2 | -7 | 5

Next entries:
Fields: proKLK7 act	ADAM17 inh	TDP2 inh	ADAM10 inh	Tn6 DDE FP	ASAP1 inh	PLCg1 inh	ARFGAP1 inhibitor	Tn7 DDE FP	LEDGF integ inh
CC(NC(=O)COC(=O)COc1ccc(C(=O)c2ccccc2)cc1)c1ccccc1 (centres undefined)
 : 0.6	-5	14	-2	1	2	-2	-7	3	1
O=C(CCC(=O)N1CCOc2ccccc21)NCCN1CCOCC1
 : 0.2	-2	7	-4	2	-2	1	8	-3	-1
COc1ccc(O)c(/C=C2/SC(=S)N(Cc3ccccc3)C2=O)c1
 : -0.2	-3	7	-7	3	13	-13	2	-1	-2
O=C(NCCCNC(=O)c1ccccn1)c1cccc(F)c1
 : -1.0	-3	8	-4	1	-6	-1	0	-3	-3
COC(=O)C1CCN(c2ccc([N+](=O)[O-])cc2[N+](=O)[O-])CC1
 : -0.1	0	-4	1	-3	0	3	-15	4	-4
COc1ccc(N2CCN(C(=O)CN3CCN(C(c4ccccc4)c4ccccc4)CC3)CC2)cc1
 : 0.9	1	-1	4	5	6	2	9	-9	-1
Cc1c(Cl)c(C(F)(F)F)nn1CC(=O)NN
 : -0.5	-4	-4	-2	-11	-9	-1	0	1	-2
Cn1nnnc1SCCNCc1cccnc1
 : -0.9	-2	1	-4	3	6	-1	-8	3	-5
Nc1cc(C(=O)O)ccc1Sc1ccccc1C(=O)O
 : -0.2	-1	5	5	-1	4	-1	11	-1	4
CN1C(=O)C2C=CC1C1C(=O)N(c3ccccc3)C(=O)C21 (centres undefined)
 : -0.5	-4	1	-1	-4	-1	0	0	1	3
COc1cc(/C=N/NC(=O)CSc2ccccn2)ccc1OC(C)C
 : -0.4	-3	-6	-6	-3	3	1	10	7	-3
O=C(Cn1cccc1C(=O)c1ccccc1)NCc1ccco1
 : -0.7	0	0	-10	5	8	0	10	6	-3
COC(=O)c1cc(NC(=O)c2c(Cl)cnn2C)cc(C(=O)OC)c1
 : 0.9	-5	6	6	2	-4	0	3	0	-3
C=CCCC1(CCC)C(=O)/C(=C(\O)c2ccccc2)C(=O)C(CCC)=C1OC (centres undefined)
 : 0.1	0	-4	-4	5	nt	1	nt	1	0
COc1ccc(CC(=O)OCC(=O)NCc2ccccc2Cl)cc1OC
 : -0.1	3	-15	11	-2	-13	6	8	-7	4
CC1(C)Cc2c(C#N)c(SCCO)nc(N3CCOCC3)c2CO1
 : 0.0	-4	3	-4	2	-7	-10	10	-2	-1
Cc1ccc(C(=O)ON=C2CCN(S(=O)(=O)c3ccccc3)CC2)cc1
 : -0.2	2	-7	-4	-5	-9	2	7	0	4
OCCNCCSc1ccc(Cl)cc1
 : 0.1	1	10	-3	4	-4	0	7	0	-3
Cc1ccc(NC(=O)COC(=O)Cn2cnc3c2c(=O)n(C)c(=O)n3C)cc1
 : -0.7	3	5	-8	-2	6	4	-1	4	-1
Cc1ccc(C(=O)CSc2nnc3c4ccccc4nc(Cc4ccccc4)n23)cc1
 : 0.5	0	9	3	1	-5	0	-5	2	3
COc1cccc(N2CCN(C(=O)CCS(=O)(=O)c3ccc4c(c3)oc(=O)n4C)CC2)c1
 : 0.0	-5	-1	-5	-10	8	0	-10	-4	-3
Cc1cccc(NC(=O)c2ccc([N+](=O)[O-])cc2Cl)n1
 : 0.5	5	-11	12	3	-12	7	-6	-6	8
Cc1nc2c(C(=O)NCc3ccc(F)cc3)c[nH]n2c(=O)c1Cl
 : 0.1	-5	-8	-15	-1	7	-8	-2	-10	4
